A-T KAP1 phos: potential ataxia-telangiectasia treatment; Potency, µM (highest dose often 57.5 µM), inactives show at the top dose activation, hits mostly activators; […] A-T fibroblasts, KAP-1 phosphorylation AlphaLISA; neocarzinostatin DNA damage 30 min before lysis; 0.19% of 320,000 active; further: potency means the concentration at half of the fitted maximal effect; % of control where 0% means no effect; nearly all actives have a fitted effect of over 45% in size
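ATM-like activity read as KAP-1 phosphorylation via AlphaLISA donor/acceptor antibody pairs after lysis and 6 hr at 25C. Cells were ATM-null patient fibroblasts ([…], hTERT), dosed 60 min, then exposed to the DSB inducer NCS for 30 min.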
MBNL1-CUG inh: MBNL1-poly(CUG) RNA binding inhibition | Q9NR56 | TR-FRET MBNL1-His/biotin-(CUG)12 binding, 665/545 ratio | Potency, µM (doses to about 57.5 µM), for inactives: at the highest dose activity change, negative = inhibition, actives largely listed as inhibitors | 0.036% of 280,000 active | AID 2675; active means well fitted inhibition curve with a large enough effect in the signal ratio, with a control signal flat, not every such curve was filed as active; inconclusive means small, poorly fitted or top-dose-only effect, or effect the other way, or a change in a side signal; inactive means no such curve, though single readings can be large or run the other way; the % refers to the signal ratio; further: potency means the concentration at half of the fitted maximal effect; on the % scale 0 is the no-effect control and ±100 the full control effect
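Compound titration spanned 92 nM–58 uM against the MBNL1-His/biotin-(CUG)12 complex. After 60 min at room temperature with 5 nM streptavidin-XL665 and 0.055 ng/ul terbium anti-His, ratiometric 665/545 nm emission (Ex 340 nm) normalized to controls.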
Integrin act MD: activates integrin-mediated alleviation for muscular dystrophy | alpha7betagal myoblasts, beta-gal FDG fluorescence, 48 h | Potency, µM (top dose mostly 38.3 µM), for inactives: at the top dose activation, hits mostly activators | 0.064% of 350,000 active | AID 624291;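 further: potency means the concentration at half of the fitted maximal effect; 100% = response of the positive control SU9516; nearly all actives have a fitted effect of over 60% in size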
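Alpha7betagal+/- myoblasts (passage 13) were plated 16-24 hr, then exposed to compounds (1:260 dilution of DMSO stock) for 48 hours at 37C. After MPER lysis, β-galactosidase reporter activity was read as FDG fluorescence (ex 480/em 540) after 30 minutes.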
KCNH2 3.1 inh: KCNH2 3.1 (human) potassium channel inhibition; U2OS KCNH2 3.1, thallium flux FluxOr; stronger effect = lower value; activity change, % (tested at about 1.8 µM); 0.95% of 340,000 active; AID 720553;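 active means maximum activity change below -70%; inconclusive means maximum activity change from -70% to -50%; inactive means maximum activity change above -50%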;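 further: thallium influx rate constant from kinetic fluorescence after stimulation buffer; on the % scale 0 is the no-effect control and ±100 the full control effect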
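Steps: virus added to U2OS suspension (4 h, RT, dark); medium with 10% FBS added, cells plated, 37 C overnight; FluxOr/Red40 loading buffer 45 min RT; stimulation buffer, 2 min kinetic read; rate constant normalized.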
GALK inh: galactokinase (human) inhibition; Purified GALK, Kinase-Glo residual ATP luminescence; Potency, µM (highest dose often 57.5 µM), inactives show at the top dose activity change, negative = inhibition, hits mostly inhibitors; 0.007% of 270,000 active; AID 1868; further: potency means the concentration at half of the fitted maximal effect; on the % scale 0 is the no-effect control and ±100 the full control effect
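GALK at 5 nM final was combined with compound, 35 uM ATP and 100 uM galactose in HEPES pH8.0 with MgCl2 and DTT. The reaction ran one hour at room temperature before luminescent ATP detection.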
FBPA coupling cs: inhibits coupling enzyme system, counter-screen for aldolase hits | coupling enzyme system counterscreen, AmpLite Red fluorescence | activity change, negative = inhibition, % at 58.2 µM, hits read low | 0.67% of 290,000 active | AID 2472; in the data active means activity change below about -30%; further: on the % scale 0 is the no-effect control and ±100 the full control effect
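Compounds tested against the coupling enzymes alone at 57.5 uM final; readout was AmpLite Red fluorescence (525/598 nm) after 20 min at RT.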
TRPV1 agonist: human TRPV1 agonism. TRPV1-expressing cells, Fluo-8 calcium influx, agonist mode. activation, % at 8.33 µM. 0.19% of 320,000 active; in the data active means activation above about 80%; inconclusive means between about 30% and that limit; further: 0% is about no effect
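Fluo-8 calcium influx in TRPV1-expressing cells, kinetic read (ex 480/em 520 nm). Compound added and read 3 min for agonist activity, followed by capsaicin at EC20 final and 2 min further read for enhancement.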
hERG WT inh: blocks the wildtype human KCNH2 potassium channel | Q12809 | U2OS, BacMam KCNH2, thallium flux FluxOr; stronger effect = lower value | activity change, % at 1.84 µM | 0.37% of 340,000 active | AID 720551;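 active means maximum activity change below -70%; inconclusive means maximum activity change between -70% and -50%; inactive means maximum activity change above -50%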; further: on the % scale 0 is the no-effect control and ±100 the full control effect
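U2OS cells transduced with wild-type KCNH2 virus are loaded with FluxOr dye for 45 min, and thallium flux is measured in kinetic reads before and after stimulation buffer. Rate constants are normalized to DMSO controls.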
S-ASM inh: human S-ASM enzyme inhibition | P17405 | placental ASM, HMU-PC fluorogenic substrate, 60 min | Potency, µM (titrated, usually from 57.5 µM), for the others: at the top dose activity change, negative = inhibition, hits mostly inhibitors | 0.006% of 340,000 active; further: potency means the concentration at half of the fitted maximal effect
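Steps: dispense placental human ASM, pin compound, wait 10 min at room temperature, add HMU-PC0 substrate at 9 uM final, incubate 60 min at 37 °C, add stop solution raising pH to 10, read fluorescence.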
CXXC DNA block: inhibitors of human MLL CXXC domain-DNA interaction; Q03164; 0.037% of 290,000 active; Potency, µM (top dose mostly 115 µM), for the others: at the highest dose activity change, negative = inhibition, most hits filed as inhibitors; MLL-CXXC / FITC-HOXA9 DNA fluorescence polarization; AID 2662; active means well fitted inhibition curve with a large enough effect in the polarisation, with a control signal flat, not every such curve was filed as active; inconclusive means small, poorly fitted or top-dose-only effect, or effect the other way, or a change in a side signal; inactive means no such curve, though single readings can be large or run the other way; the % refers to the polarisation; further: potency means the concentration at half of the fitted maximal effect
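Fluorescence polarization: 7 uM MLL-CXXC (stock) preincubated 5 min with compounds, then 50 nM fluorescein-HOX-A9 DNA (stock) added; 30 min ambient. Buffer 50 mM Tris-HCl pH 7.5, 50 mM NaCl, 1 mM DTT, 0.05% BSA.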
* = called active by the depositor; ? = inconclusive; / = no result given; [ ] = remark or other dose. Unless noted, the call rests on the fitted dose curve; in most records, active means well fitted curve in the direction sought with a large enough effect; inconclusive means small, poorly fitted or top-dose-only effect, or another doubt; inactive means no such curve, though single readings can be large; an effect the other way counts as inactive or inconclusive.

SMILES	A-T KAP1 phos	MBNL1-CUG inh	Integrin act MD	KCNH2 3.1 inh	GALK inh	FBPA coupling cs	TRPV1 agonist	hERG WT inh	S-ASM inh	CXXC DNA block
Cn1c(Cc2cccc3ccccc23)nnc1SCC(=O)N1CCN(c2cccc(Cl)c2)CC1	-2%	0%	-30%	-9	2%	1	1	9	-5%	0%
COc1ccc(N=C2SC(CC(=O)Nc3ccccc3)C(=O)N2Cc2ccccn2)cc1 (stereo not given)	-3%	-1%	14%	16	-5%	-16	?	-1	-20%	7%
Cc1ccc(S(=O)(=O)N(C)C)cc1NC(=O)COC(=O)CCC(=O)c1ccc(F)cc1	-3%	-6%	21%	-1	0%	4	0	19	0%	3%
O=C(NC1CCN(S(=O)(=O)c2ccccc2F)CC1)c1ccco1	3%	-4%	11%	-2	-1%	-1	0	19	2%	3%
CC1CN(C(=O)c2ccc(S(=O)(=O)Nc3ccccc3F)cc2)CC(C)O1 (stereo not given)	-1%	/	10%	-29	/	/	0	2	7%	/
C[C@@H]1C=C(C(=O)N2CCN(C)CC2)O[C@H](OCc2ccc(CO)cc2)C1	5%	4%	-13%	/	5%	3	2	/	-4%	11%
N=c1c2ccccc2nnn1-c1ccccc1[N+](=O)[O-]	/	/	8%	9	/	/	/	-20	1%	/
C(=C\c1ccncc1)/c1ccncc1	2%	/	4%	-21	-3%	-1	0	-5	1%	-1%
CC1CN(C(=O)CS(=O)(=O)Cc2ccccc2)CC(C)O1 (stereo not given)	6%	2%	12%	1	2%	-1	-1	-4	3%	10%
Nc1cc(C(=O)OCC(=O)NCc2ccc(F)cc2)ccc1Cl	2%	/	26%	/	2%	0	?	0	-1%	6%
COC(=O)c1sc2nc(SCc3cccc(Cl)c3)n(N)c(=O)c2c1C	5%	-11%	16%	-3	/	-1	-1	1	-16%	25%
Cc1cccc(N(C)C(=O)c2cc3c(=O)[nH]c4ccc(C)cc4c3s2)c1	-7%	5%	-11%	9	-1%	2	4	0	-5%	15%
Cc1cccc(Nc2nnc(SCC(=O)Nc3ncc(C(F)(F)F)cc3Cl)s2)c1C	-4%	0%	17%	10	-2%	5	-4	8	-18%	-4%
Cc1cccc(S(=O)(=O)Nc2ccncc2)c1	6%	-3%	-30%	0	4%	4	0	6	1%	12%
Cc1cccc(NC(=O)c2ccc(Cl)c(NC(=O)c3ccncc3)c2)c1C	1%	-12%	35%	11	3%	-1	16	-1	-1%	1%
CCNc1nc(NC(C)C)nc(Oc2ccc(=O)n(C)n2)n1	2%	5%	5%	-1	3%	3	1	7	-4%	-1%
Cc1cccn2c(CNCCCOc3cccnc3)c(C(=O)N3CCOCC3)nc12	-4%	-14%	-719%[inhibitor]	8	6%	2	2	-27	3%	-4%
CN(C)S(=O)(=O)c1cccc(NC(=O)CN2C(=O)NC3(CCc4ccccc4C3)C2=O)c1 (stereo not given)	10%	-1%	-25%	0	21%	0	9	6	-3%	-3%
C1=C(CCNCC2CC2)CCCC1	1%	6%	0%	-2	-1%	-1	0	-11	5%	12%
O=C(N/N=C/c1ccc([N+](=O)[O-])cc1)c1cnccn1	-7%	?	14%	5	0%	2	21	3	-1%	-3%
CCSc1nnc(-c2cccnc2)n1-c1ccc(C)c(Cl)c1	/	16%	-34%	-3	4%	4	6	2	2%	-2%
CCn1ccc(C(=O)Oc2ccc(C(C)C)cc2)n1	2%	3%	7%	3	-1%	2	27	26	2%	9%
O=C(CCn1nc(-c2ccc(Cl)cc2)ccc1=O)NCCCN1CCCCCC1	/	8%	-24%	-1	2%	4	-2	7	-4%	5%
COCCCn1cnnc1SCc1nc2sc(C(C)=O)c(C)c2c(=O)[nH]1	-6%	?	26%	-3	5%	8	0	2	44%[activator]	10%

In the list so far, 2 have a nitro group on carbon.
SMILES	A-T KAP1 phos	MBNL1-CUG inh	Integrin act MD	KCNH2 3.1 inh	GALK inh	FBPA coupling cs	TRPV1 agonist	hERG WT inh	S-ASM inh	CXXC DNA block
N=c1c2ccccc2nnn1-c1ccccc1[N+](=O)[O-]	/	/	8%	9	/	/	/	-20	1%	/
O=C(N/N=C/c1ccc([N+](=O)[O-])cc1)c1cnccn1	-7%	?	14%	5	0%	2	21	3	-1%	-3%

(continued)
SMILES	A-T KAP1 phos	MBNL1-CUG inh	Integrin act MD	KCNH2 3.1 inh	GALK inh	FBPA coupling cs	TRPV1 agonist	hERG WT inh	S-ASM inh	CXXC DNA block
COc1ccc(N(CC(=O)NCCSc2ccc(C)cc2)S(=O)(=O)c2ccccc2)c(OC)c1	1%	-5%	24%	-35	0%	4	0	1	-2%	-3%
O=C(/C=C\c1ccco1)Oc1cccc2cccnc12	-4%	28%	-20%	12	4%	-4	-6	-2	0%	11%
CCC(=O)NC(c1ccco1)c1cc(Cl)c2cccnc2c1O (stereo not given)	2%	1%	0%	7	-1%	-9	2	9	-1%	-4%
Cc1cccc(C)c1OCc1cc(C(=O)N(Cc2c(C)nn(C)c2C)C2CC2)no1	1%	1%	-33%	-9	3%	-4	-3	-2	-2%	1%
O=C1COc2ccc(C(=O)COC(=O)Cc3ccc(F)cc3)cc2N1	8%	/	-11%	-13	/	/	9	1	6%	/
CCOC(=O)N1CCN(Cc2nnc(-c3cccc(Br)c3)o2)CC1	5%	0%	7%	-8	4%	3	5	/	2%	19%
Cc1ccc(NCc2nc3ccccc3n2C)cc1	/	1%	12%	8	1%	-17	/	-16	-3%	9%
COc1ccc2c(c1)CC[C@@H]1[C@@H]2CC[C@]2(C)[C@@H](C(=O)O)C[C@@H]12	10%	/	-3%	4	/	/	0	2	-13%	/
CC(C)CCn1c(Oc2ccc(Cl)cc2)nc2c1c(=O)n(C)c(=O)n2C	5%	-3%	2%	-6	2%	2	1	-7	-3%	-7%
CCOc1ncccc1C(=O)OCC(=O)NCc1ccc(C(=O)OC)cc1	6%	/	19%	9	/	/	/	2	0%	/
CNC(=S)N/N=C/c1ccccc1OCC(=O)O	-5%	10%	14%	-3	2%	0	-4	0	3%	-5%
O=C(Nc1ccc(Cl)cc1)/C(=C1\CCCN1)[N+](=O)[O-]	5%	/	17%	-16	-2%	-2	6	-1	2%	-9%
Cc1cc(=O)oc(C)c1C(=O)Nc1ccc2ncccc2c1	0%	12%	13%	-2	0%	-6	0	0	1%	-14%
Cc1ccc(C)c(OCCSc2nnc(C)c(=O)[nH]2)c1	8%	-6%	37%	-3	1%	20	-1	-6	6%	3%
Cc1ccc(OCc2cnc(Cl)s2)c(C)c1	14%	-6%	-4%	0	0%	0	?	-6	-5%	5%
Cc1cnc(NC(=O)c2c(O)c3cccc4c3n(c2=O)CCC4)s1	-4%	1%	/	/	5%	2	-2	/	/	18%
CCOc1nc2ccccc2cc1C=O	2%	-1%	-9%	16	1%	6	0	-2	7%	7%
CSCCCN1CCC(n2nccc2NC(=O)CCCc2ccccc2)CC1	6%	-4%	17%	-22	-3%	/	2	47	0%	8%
COc1ccc(C2CC(=O)C=C(NCc3ccccc3)C2)cc1 (stereo not given)	4%	/	-6%	-1	-2%	3	/	13	2%	3%
CC1(c2ccc(Cl)cc2Cl)NC(=O)N(CC(=O)NC2CCCCC2)C1=O (stereo not given)	4%	/	23%	1	/	/	-1	15	6%	/
O=C(O)C1CCCN1S(=O)(=O)c1cccc(S(=O)(=O)N2CCCC2C(=O)O)c1 (stereo not given)	-3%	-4%	-3%	-21	/	1	5	-9	2%	4%
Cc1nc2c(-c3ccccc3)c[nH]n2c(=O)c1Cc1ccccc1	-3%	-9%	3%	7	-1%	-3	12	5	-5%	9%
COn1c(SCc2ccc(C)cc2C)nc2ccccc2c1=O	4%	-4%	-29%	-8	-3%	0	5	1	-17%	0%
Cc1ccc(-c2cc(N)on2)cc1	-1%	0%	-8%	1	1%	-1	3	1	3%	-1%
COc1ccccc1S(=O)(=O)Cc1ccc(C(=O)NCCN2CCCC2)o1	-1%	-11%	-1%	7	3%	1	-8	0	3%	0%
CCCCC(=O)NC(=S)Nc1ccccc1C(=O)Nc1ccccc1	0%	-4%	-6%	-3	2%	1	-2	11	15%	3%
CC(OC(=O)COc1ccc(Nc2ccccc2)cc1)C(=O)N(C)c1ccccc1 (stereo not given)	-15%	/	11%	-10	/	/	7	-3	-8%	/
CC(C)CNC(=O)c1cc(-c2ccc(Cl)c(Cl)c2)on1	-8%	-3%	11%	-13	-1%	2	-2	-14	0%	-5%
COc1cccc(CN(C)C(=O)c2cccc(S(=O)(=O)NCc3ccccc3)c2)c1OC	-2%	/	22%	9	/	/	12	-1	-2%	/
CC1CN(C(=O)c2cccs2)CCN1C(=O)c1cccs1 (stereo not given)	5%	0%	6%	-14	5%	2	1	-6	1%	5%
CCCN1C/C(=C/c2cccc([N+](=O)[O-])c2)C(=O)/C(=C/c2cccc([N+](=O)[O-])c2)C1	3%	?	-42%	6	-2%	2	-2	17	-3%	-3%

Not a hit list (roughly 2% active in at least one column).
